# Screening results as filed in PubChem BioAssay.
# TNAP inh Pi – human TNAP inhibition, phosphate detection | AID 614 | inhibition, % at 20 µM | 21,000 tested, under 10 active | purified TNAP, pNPP, malachite green phosphate absorbance | P05186
# Target sequence (P05186 whole entry, looked up): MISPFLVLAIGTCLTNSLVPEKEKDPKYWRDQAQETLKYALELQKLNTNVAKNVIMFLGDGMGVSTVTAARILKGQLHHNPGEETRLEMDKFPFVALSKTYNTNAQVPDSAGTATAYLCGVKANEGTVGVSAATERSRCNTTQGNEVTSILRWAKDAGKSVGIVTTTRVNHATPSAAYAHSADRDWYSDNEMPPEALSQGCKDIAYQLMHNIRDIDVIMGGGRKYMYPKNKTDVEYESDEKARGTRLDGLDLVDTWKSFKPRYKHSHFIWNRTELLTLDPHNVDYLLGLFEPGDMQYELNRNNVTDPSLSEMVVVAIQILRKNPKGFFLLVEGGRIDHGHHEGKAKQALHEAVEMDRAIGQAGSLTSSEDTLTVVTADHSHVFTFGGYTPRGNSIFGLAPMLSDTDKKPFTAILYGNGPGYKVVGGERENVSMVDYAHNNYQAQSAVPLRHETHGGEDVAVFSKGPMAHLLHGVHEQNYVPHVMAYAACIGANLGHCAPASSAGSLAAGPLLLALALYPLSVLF
# TNAP inh pNP – blocks human TNAP p-nitrophenol release. purified TNAP, pNPP hydrolysis, absorbance 405 nm. AID 615. 21,000 tested, under 10 active. inhibition, % at 20 µM;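 also: 0% = DMSO only wells and 100% = 1 mM levamisole wells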
# * marks the source's active call; other numbers are inactive results.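 The calls were made as follows: active = inhibition above 50% at the 20 µM single-dose screen; inactive = the rest.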
entry | SMILES | TNAP inh Pi | TNAP inh pNP
1 | CCN1CCN(CCCOc2ccc(-c3ccccc3)cc2)CC1 | 16 | 3
2 | O=C(CSc1nnc(-c2ccco2)o1)NC1CCCCCC1 | 21 | 5
3 | O=C(CCN1CCN(c2ccccc2F)CC1)Nc1ccc2c(c1)OCO2 | 15 | 5
4 | Nc1ccc2c3c(cccc13)CC2 | -13 | -7
5 | Cc1cc(=O)[nH]c(SCC(=O)N2CCN(C(c3ccccc3)c3ccccc3)CC2)n1 | 6 | -1
6 | COc1cccc(/C(O)=C2/C(=O)C(=O)N(CCN(C)C)C2c2ccc(Br)cc2)c1 (stereo unspecified) | -32 | -3
7 | CC(C)(C)c1ccc(Cn2nnc3c(=O)[nH]c(C4CCN(C(=O)Cc5cccs5)CC4)nc32)cc1 | 14 | 8
8 | Cc1cc(C)c2c(=O)[nH]n(C(C)C)c2n1 | 8 | 5
9 | COc1ccc(OC)c(S(=O)(=O)N2CCC(C(=O)NCc3ccccc3)CC2)c1 | 3 | 1
10 | CCSC1=NC(=O)/C(=C2/C=Cc3ccccc3N2CC)S1 | 8 | 4
11 | CC1(C)Cc2c(C#N)c(NCCc3ccccc3)nc(-c3ccco3)c2CO1 | 12 | 10
12 | O=c1c2c(n3nnnc3n1-c1ccccc1)-c1ccccc1CC21CCCC1 | 8 | 3
13 | Cn1c(=O)oc2cc(C(=O)c3ccccc3)ccc21 | 7 | 2
14 | CN=C1c2cc3c(Br)c(OC)ccc3n2CCN1C | 4 | 0
15 | C=C(C)COc1ccc(-c2nc(N)ncc2Oc2ccc(OC)cc2)c(O)c1 | 6 | 3
16 | CCOc1ccc(-n2cnnn2)cc1S(=O)(=O)Nc1c(C)cccc1C | 0 | 0
17 | c1ccc(CSc2nnnn2-c2ccc3c(c2)OCCO3)nc1 | -8 | 7
18 | CCOC(=O)CNC(=O)CSc1nnc(-c2cccc(OC)c2)n1CC | -1 | 3
19 | CC(=O)Nc1ccc(S(=O)(=O)N2CCC(NC(=O)c3ccco3)CC2)cc1 | -1 | -9
20 | O=C(COc1ccc2ccc(=O)oc2c1)Nc1ccc2c(c1)OCCO2 | 10 | 0
21 | COc1ccc(S(=O)(=O)Nc2ccccn2)cc1OC | 0 | -3
22 | CC1(C)OC(=O)C(=CNc2ccc(F)cc2)C(=O)O1 | 3 | 7
23 | COc1cccc(CNCCOCCO)c1OC | 8 | 1
24 | CCn1c(=N)c(C(=O)NCc2cccnc2)cc2c(=O)n3cccc(C)c3nc21 | 7 | -4
25 | O=C1CC(N2CCN(c3ccc(F)cc3)CC2)C(=O)N1Cc1ccc(N2CCCC2=O)cc1 (stereo unspecified) | 8 | 2
26 | COC(=O)[C@H]1CCCN1C(=O)Nc1cccc(Oc2c(F)c(F)c(F)c(F)c2F)c1 | 4 | 3
27 | CC(C)c1ccccc1NC(=O)c1cnccn1 | -20 | 5
28 | Cc1ccc2cccc(NC(=O)C(F)(F)F)c2n1 | 0 | 0
29 | COCCOC(=O)c1c(C)nc(SCC(=O)Nc2ccc(OC)cc2)c(C#N)c1-c1ccco1 | -10 | -14
30 | Cc1ccc(S(=O)(=O)NCC(c2ccccc2)N2CCN(CCC#N)CC2)cc1 (stereo unspecified) | 5 | -1
31 | Cc1cc(C)c(S(=O)(=O)n2nc(C)c(Br)c2C)c(C)c1 | 8 | 5
32 | CCN(CC(=O)NC1CCS(=O)(=O)C1)C(=O)COc1ccccc1-c1ccccc1 (stereo unspecified) | 4 | 0
33 | COc1ccc(C(=O)CSc2nnnn2Cc2ccccc2)cc1 | 9 | 6
34 | c1coc(Cn2c(-c3ccco3)nc3ccccc32)c1 | -2 | 5
35 | CCC(=O)c1ccc(OCC(O)Cn2c(C)nc3ccccc32)cc1 (stereo unspecified) | 14 | 9
36 | O=P(Cc1nnco1)(c1ccccc1)c1ccccc1 | 1 | -3
37 | CCOC(=O)N1CCC(NC(=O)C(Cc2ccccc2)NC(=O)c2ccco2)CC1 (stereo unspecified) | 6 | -5
38 | CCOC(=O)C1=C(C)NC2=C(C(=O)C(C(=O)OCC)C(c3ccco3)C2)C1c1ccccn1 (stereo unspecified) | -70 | -37
39 | O=C(NC1(C(F)(F)F)NC(=O)N(CC2CCCCC2)C1=O)c1ccco1 (stereo unspecified) | 2 | -4
40 | Cc1ccc(S(=O)(=O)N2Cc3ccccc3CC2C(=O)Nc2cc(C)on2)cc1 (stereo unspecified) | 0 | -11
41 | CS(=O)(=O)N1CCC(C(=O)N2CCC(Cc3ccccc3)CC2)CC1 | -23 | 0
42 | COc1ccccc1N1CCN(Cc2nc(N)nc(Nc3ccc(C)cc3)n2)CC1 | 5 | 4
43 | CCCn1c(SCC(=O)Nc2cccc(C(=O)OC)c2)nnc1-c1cccnc1 | 0 | 7
44 | CCOC(=O)c1c(-c2cccs2)csc1NC(=O)COC(=O)c1c(C)noc1C | -7 | 7
45 | COc1cc(Cl)c(S(=O)(=O)N2CC(C)OC(C)C2)cc1Cl (stereo unspecified) | 4 | 1
46 | Cc1ccc2nc(C(F)(F)F)c(C#N)c(N)c2c1 | -17 | 3
47 | N#CC1=C(SCC(=O)c2ccccc2)NC2=C(C(=O)CCC2)C1c1ccco1 (stereo unspecified) | -12 | -21
48 | CCOC(=O)c1[nH]c(C)c(/C(O)=C2\C(=O)C(=O)N(CCCN(CC)CC)C2c2cccnc2)c1C (stereo unspecified) | 3 | 0
49 | CC1(C)CC(=O)C(C=NCCN2CCN(CCc3ccccc3)CC2)=C(O)C1 | -10 | -12
50 | C[N+](C)(C)CCCCCCCCCC[N+](C)(C)C | 6 | 1

# Among those listed so far, eleven contain an aryl methoxy group.
entry | SMILES | TNAP inh Pi | TNAP inh pNP
6 | COc1cccc(/C(O)=C2/C(=O)C(=O)N(CCN(C)C)C2c2ccc(Br)cc2)c1 (stereo unspecified) | -32 | -3
9 | COc1ccc(OC)c(S(=O)(=O)N2CCC(C(=O)NCc3ccccc3)CC2)c1 | 3 | 1
14 | CN=C1c2cc3c(Br)c(OC)ccc3n2CCN1C | 4 | 0
15 | C=C(C)COc1ccc(-c2nc(N)ncc2Oc2ccc(OC)cc2)c(O)c1 | 6 | 3
18 | CCOC(=O)CNC(=O)CSc1nnc(-c2cccc(OC)c2)n1CC | -1 | 3
21 | COc1ccc(S(=O)(=O)Nc2ccccn2)cc1OC | 0 | -3
23 | COc1cccc(CNCCOCCO)c1OC | 8 | 1
29 | COCCOC(=O)c1c(C)nc(SCC(=O)Nc2ccc(OC)cc2)c(C#N)c1-c1ccco1 | -10 | -14
33 | COc1ccc(C(=O)CSc2nnnn2Cc2ccccc2)cc1 | 9 | 6
42 | COc1ccccc1N1CCN(Cc2nc(N)nc(Nc3ccc(C)cc3)n2)CC1 | 5 | 4
45 | COc1cc(Cl)c(S(=O)(=O)N2CC(C)OC(C)C2)cc1Cl (stereo unspecified) | 4 | 1

# Next section.
entry | SMILES | TNAP inh Pi | TNAP inh pNP
51 | COC(=O)c1ccccc1NC(=O)c1ccc2c(c1)OCCO2 | 4 | 0
52 | Cn1cc(Cl)c(C(=O)Nc2cccc(Cl)c2Cl)n1 | -8 | -12
53 | Cc1ccc(C)n1-c1cccc(N)c1 | -7 | -10
54 | CCC(=O)N1CN(S(=O)(=O)c2ccc(C)cc2)CC1C (stereo unspecified) | 12 | 5
55 | Cc1ccc(Cn2c(NC(=O)c3ccco3)nc3ccccc32)cc1 | 14 | 5
56 | Cc1nc2cc(F)ccc2n1C1CCN(S(=O)(=O)c2ccccc2)CC1 | 1 | 4
57 | O=C(Nc1ccc(N2CCCCC2)c(Cl)c1)c1ncn[nH]1 | 5 | 1
58 | COc1cc(OC)cc(C(=O)N2CCN(C(=O)c3cccc(F)c3)CC2)c1 | 6 | 0
59 | COc1cc(OC)cc(C(=O)N2CCN(C(=O)COc3ccc4ccccc4c3)CC2)c1 | 10 | 0
60 | CCOC(=O)c1[nH]c2cc3c(cc2c1NC(=O)CN1CCc2ccccc2C1)OCO3 | -35 | -4
61 | CCCOc1ccc(N2C(=O)CC(NCc3ccncc3)C2=O)cc1 (stereo unspecified) | 9 | 6
62 | CCC(CC)c1nc2cc(OC)c(OC)cc2c(=O)o1 | 11 | 2
63 | COc1ccc2c(CC(=O)N3CCN(S(=O)(=O)c4cccs4)CC3)coc2c1 | 5 | 6
64 | Cn1c(=O)c2c(nc(NCC(O)CO)n2CCc2ccccc2)n(C)c1=O (stereo unspecified) | 0 | 0
65 | COCCNC(=O)CN(c1ccc(C)cc1)S(=O)(=O)c1ccccc1 | 4 | -2
66 | O=C(Nc1nnc(C2CCCC2)s1)C1CCC1 | 11 | 3
67 | Nc1nonc1C(=O)NCCN=Cc1cc(Cc2ccccc2)cc(Br)c1O | 6 | 3
68 | O=c1c2[nH]c3ccccc3c2ncn1Cc1ccncc1 | 3 | -2
69 | O=C(CN1CCN(c2ncc(C(F)(F)F)cc2Cl)CC1)NC(=O)NCc1ccccc1 | 13 | 4
70 | COc1ccc(C(=O)Nc2nc3cc(OC)c(OC)cc3c(=O)[nH]2)cc1 | -9 | 1
71 | CCc1c(O)nc(SCC(=O)Nc2ccc3c(c2)CCC3)[nH]c1=O | 1 | 4
72 | COc1cccc(CNc2ccc(S(=O)(=O)Nc3nccs3)cc2)c1O | -2 | 4
73 | C=CCn1c(SCC(=O)c2ccc(O)c(O)c2)nnc1-c1ccccc1OC | 2 | -4
74 | CCOC(=O)c1ccc(Oc2nc(OC)nc(N(C)C)n2)cc1 | -5 | 11
75 | CN(C)S(=O)(=O)c1ccc(S(=O)(=O)N(Cc2ccccn2)Cc2ccco2)cc1 | -18 | 5
76 | Cc1onc(-c2ccccc2)c1C(=O)N[C@@H]1C(=O)N2[C@@H]1SC(C)(C)[C@@H]2C(=O)O | 2 | -1
77 | CC(C)COP(=O)(c1ccc(N(C)C)cc1)C(O)c1ccccn1 (stereo unspecified) | 5 | 3
78 | O=C(COc1ccccc1)Nc1ccc2c(c1)nc1n2CCOC1 | 7 | 4
79 | O=c1c2c3nc4ccccc4nc3n(-c3ccc4c(c3)OCCO4)c2ncn1CC1CCCO1 (stereo unspecified) | 11 | 5
80 | O=C(Nc1cnn(Cc2ccccc2)c1)c1cc2nc(-c3ccco3)cc(C(F)(F)F)n2n1 | 11 | 0
81 | Cc1ccc2c(c1)CCCN2C(=O)c1ccncc1 | 9 | 2
82 | CCOC(=O)c1c(C)n(C)c2cc(OCCN(CC)CC)ccc12 | 15 | 0
83 | OC(COc1c(Br)cc(Br)cc1Br)CN1CCOCC1 (stereo unspecified) | 8 | 5
84 | CCC(=O)Nc1ccc(-c2nnc(-c3ccccc3)o2)cc1 | 0 | 0
85 | O=C(NCc1ccccc1)C1CCCN(C(=O)Nc2ccccc2)C1 (stereo unspecified) | 10 | 0
86 | COc1cccc(N2CCN(C3CCCC(C)C3)CC2)c1 (stereo unspecified) | 1 | 5
87 | Cc1ccc(Cl)cc1N1CCN(C(=O)c2ccc(CN3CCOCC3)cc2)CC1 | 3 | 1
88 | CCCC(CCC(=O)Nc1ccc(C(=O)OCC)cc1)C(=O)O (stereo unspecified) | 7 | 2
89 | CCC(C)(C)n1nnnc1C(c1cc2cccc(C)c2[nH]c1=O)N1CCCC1 (stereo unspecified) | 10 | 5
90 | Nc1cc(C(=O)OCC(=O)N2CCCC2)ccc1Cl | 13 | -2
91 | CC(=O)c1cn(CC(=O)NCc2cccnc2)c2ccccc12 | 13 | 6
92 | c1ccc(N2CCN(C3CCSC3)CC2)cc1 (stereo unspecified) | 15 | 3
93 | Nc1nc(SCC(=O)NCC2CCCO2)n[nH]1 (stereo unspecified) | 5 | -1
94 | CC1(C)Cc2c(c(-c3ccccc3)nc3[nH][nH]c(=O)c23)CO1 | 10 | 2
95 | COc1ccc(C(=O)n2nnc3ccccc32)cc1Br | 0 | 0
96 | CCOc1ccc(N(CC(=O)O)S(=O)(=O)c2ccc(OC)c(OC)c2)cc1 | -1 | -8
97 | COc1ccc2cc(CN(CCCN3CCOCC3)Cc3nnnn3C3CCCC3)c(=O)[nH]c2c1 | 3 | -10
98 | CCOC(=O)CNC(=O)CSc1nc2nc(C)c(Br)cc2[nH]1 | 7 | -2
99 | N#Cc1c(N)nc2c(c1-c1ccncc1)CCCC2 | -1 | -8
100 | COCCn1c(-c2ccc(OC)cc2)cnc1N | 11 | 2

# Further results.
entry | SMILES | TNAP inh Pi | TNAP inh pNP
101 | COC(=O)CSc1nnc2c3c4c(sc3nc(-n3nc(C)cc3C)n12)COC(C)(C)C4 | 10 | 4
102 | Cc1c(NC(=O)CN2CC(C)OC(C)C2)c(=O)n(-c2ccccc2)n1C (stereo unspecified) | 8 | 5
103 | CCOC(=O)NC1(C(F)(F)F)C(=O)NC(C)=C1C#N (stereo unspecified) | 0 | 0
104 | CCS(=O)(=O)N1CCN(Cc2ccncc2)CC1 | 8 | 3
105 | Cc1ccccc1Cn1cc(NC(=O)c2cc3nc(-c4ccco4)cc(C(F)(F)F)n3n2)cn1 | -2 | 2
106 | CCCc1cc(-c2nc(N)ncc2-c2ccc3c(c2)OCCCO3)c(O)cc1OC | 7 | 0
107 | CC(C)[C@H](NC(=O)NCc1cccs1)C(=O)O | 5 | 2
108 | CN(C)S(=O)(=O)N(CC(=O)N1CCOCC1)c1ccccc1 | 3 | -1
109 | COc1cccc(NC(=O)CSCc2n[nH]c(=O)[nH]2)c1 | -11 | 5
110 | C=CCn1c(SCC(=O)c2ccc(OC)cc2)nnc1-c1cc2cccc(OC)c2o1 | 8 | 0
111 | C=C(Br)Cn1c(CCCC)nc2ccccc21 | 0 | 0
112 | CC(=O)c1c(C(C)=O)c(C)n(-c2nc(-c3ccccc3)c(C)s2)c1C | -8 | 4
113 | CCC(NC(=O)NCc1cccnc1)(C(F)(F)F)C(F)(F)F | 10 | 4
114 | O=c1[nH]c(SCC2CCCCO2)nc2ccccc12 (stereo unspecified) | 9 | -1
115 | Cc1ccnc(NC(=O)c2c(O)c3ccccc3n(C)c2=O)c1 | 0 | 0
116 | COC(=O)c1nc(NC(C)=O)n[nH]1 | 6 | -10
117 | O=C(Nc1ccccc1)N(Cc1ccc2c(c1)OCO2)Cc1nc2ccccc2c(=O)[nH]1 | 11 | 6
118 | COc1ccc(-c2nnnn2CCc2ccccc2)cc1 | -4 | -1
119 | COCC(=O)Nc1nc(-c2ccccc2)c(C)s1 | 6 | 0

# Some of the compounds tested; the hit share may differ from the screen's.
